Screening data as filed in PubChem BioAssay.
KDM5B inhibitor – Primary screen for KDM5B Histone Demethylases FDH-coupled qHTS; KDM5B demethylase, FDH-coupled NADH fluorescence (FDH is formaldehyde dehydrogenase); Potency, µM (titrated, usually from 57.7 µM), for the others: at the top dose activity change, negative = inhibition, most hits filed as inhibitors; hit rate 2.6% among 220,000; AID 1347165, 2019; active means well fitted inhibition curve with a large enough effect; inconclusive means small, poorly fitted or top-dose-only effect; inactive means no such curve, though single readings can be large or run the other way; further: 0% is about no effect; nearly all actives have a fitted effect of over 70% in size
Target sequence (Q9UGL1 whole entry, looked up): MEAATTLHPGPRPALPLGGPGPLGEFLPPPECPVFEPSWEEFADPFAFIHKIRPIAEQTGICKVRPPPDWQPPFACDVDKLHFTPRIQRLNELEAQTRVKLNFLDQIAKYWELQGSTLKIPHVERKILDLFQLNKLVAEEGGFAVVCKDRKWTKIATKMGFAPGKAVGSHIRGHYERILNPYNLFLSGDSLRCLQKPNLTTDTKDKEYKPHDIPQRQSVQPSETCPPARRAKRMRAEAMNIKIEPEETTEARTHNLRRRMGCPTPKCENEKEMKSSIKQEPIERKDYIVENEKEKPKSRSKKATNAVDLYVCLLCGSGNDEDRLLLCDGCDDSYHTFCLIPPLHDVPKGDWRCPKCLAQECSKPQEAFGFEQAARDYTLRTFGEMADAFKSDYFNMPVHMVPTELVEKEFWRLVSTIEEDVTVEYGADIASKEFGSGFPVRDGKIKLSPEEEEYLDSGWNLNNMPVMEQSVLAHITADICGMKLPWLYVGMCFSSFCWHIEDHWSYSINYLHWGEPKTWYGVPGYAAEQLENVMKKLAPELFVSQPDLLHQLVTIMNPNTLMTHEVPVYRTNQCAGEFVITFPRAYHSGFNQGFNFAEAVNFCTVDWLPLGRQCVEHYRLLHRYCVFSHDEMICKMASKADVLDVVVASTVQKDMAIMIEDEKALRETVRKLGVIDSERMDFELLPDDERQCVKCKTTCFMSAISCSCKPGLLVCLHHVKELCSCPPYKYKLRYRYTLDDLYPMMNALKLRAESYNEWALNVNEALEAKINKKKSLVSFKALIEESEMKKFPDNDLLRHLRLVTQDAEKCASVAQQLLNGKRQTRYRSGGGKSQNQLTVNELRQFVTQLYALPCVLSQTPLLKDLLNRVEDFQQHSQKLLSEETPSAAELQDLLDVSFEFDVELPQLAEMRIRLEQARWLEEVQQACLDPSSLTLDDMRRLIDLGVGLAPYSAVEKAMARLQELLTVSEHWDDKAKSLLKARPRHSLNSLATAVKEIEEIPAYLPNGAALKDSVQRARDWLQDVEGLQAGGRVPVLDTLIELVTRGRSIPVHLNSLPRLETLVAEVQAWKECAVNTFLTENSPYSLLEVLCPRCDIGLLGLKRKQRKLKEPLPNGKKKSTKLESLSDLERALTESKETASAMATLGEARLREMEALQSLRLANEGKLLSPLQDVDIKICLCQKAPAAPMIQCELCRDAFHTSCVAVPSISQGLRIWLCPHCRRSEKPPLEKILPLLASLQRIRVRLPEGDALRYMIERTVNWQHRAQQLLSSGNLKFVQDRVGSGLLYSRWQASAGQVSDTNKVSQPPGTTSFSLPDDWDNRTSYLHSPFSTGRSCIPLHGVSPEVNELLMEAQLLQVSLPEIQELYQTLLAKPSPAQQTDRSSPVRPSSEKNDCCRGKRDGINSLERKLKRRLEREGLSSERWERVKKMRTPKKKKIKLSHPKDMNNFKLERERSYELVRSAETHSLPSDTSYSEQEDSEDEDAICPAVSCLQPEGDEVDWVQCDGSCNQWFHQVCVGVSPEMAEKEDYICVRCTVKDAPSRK
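qHTS format, multiple compound concentrations. Buffer 50 mM HEPES pH 7.5/0.01% Tween-20; 200 nM KDM5BΔAP final; 10 min compound preincubation; substrate-mix levels 12.5 µM peptide, 25 µM α-KG, 0.25 mM NAD⁺; 30 min RT; ΔRFU.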
An asterisk follows results filed as active; ? = inconclusive; & = joins results of further samples; [ ] = remark or other dose. Potency means the concentration at half of the fitted maximal effect.

structure	KDM5B inhibitor
CCNc1cc(C)ccc1C	8%
Cc1nc(-c2ccccn2)n[nH]1	16%
Cn1c(=O)[nH]c(=O)c2c1nc(N1CCN(CC(N)=O)CC1)n2Cc1ccc(Cl)cc1Cl	-5%
COCCNc1ccc(-c2noc([C@@H]3CCCN3C3CCOCC3)n2)cn1	?
CC(=O)c1ccc(N2CCN(c3ccc(S(=O)(=O)NCCCN(C)C)cc3[N+](=O)[O-])CC2)cc1	7%
CC(C)CCNC(=O)C1CCC(CNc2c(N3CCC(C)CC3)c(=O)c2=O)CC1 (stereo not drawn)	28%
CCCCCCCCCCS(=O)(=O)N/N=C/c1c[nH]c2ccccc12	?
COc1ccc(C(=O)COC(=O)c2csc(Nc3ccc(C)cc3)n2)cc1	8%
NC(=O)c1cc(C(=O)O)c[nH]1	10%
Cn1c(=O)c2c(nc(NCc3ccc4c(c3)OCO4)n2Cc2cccc(F)c2)n(C)c1=O	-8%
CCOc1ccc2c(c1)c(=O)c(C(=O)c1ccccc1)cn2Cc1ccccc1	?
Cc1cnc(C2CC2)n1CCNC(=O)CN1CCOCC1	5%
COc1ccc(S(=O)(=O)N(C)CC(=O)NCCc2ccccc2)cc1OC	14%
COc1ccc(-c2c(C#N)sc(C(N)=O)c2-c2ccc(OC)cc2)cc1	-5%
Cc1ccc(Cl)cc1N1CCN(C(=O)c2c(C)oc3ncnc(N4CCOCC4)c23)CC1	10%
COc1cccc(N2C(=O)NC(=NC3CCCCC3)C23CCN([S+](=O)([O-])c2cccc(C(F)(F)F)c2)C3)c1 (stereo not drawn)	11%
O=C(Nc1ccc(Cl)c(S(=O)(=O)N2CCCC2)c1)c1n[nH]c2ccccc12	?
O=C(NCCC1=CCCCC1)c1ccc2c(c1)N(Cc1ccc(Cl)cc1)C(=O)c1ccccc1S2=O (stereo not drawn)	-32%
c1ccc(Cn2cc(Cn3ccnc3-c3cc4n(n3)CCNC4)cn2)cc1	?
COc1ccc(NC(=O)N2CC[C@H]3COC(=O)N3c3cc(C)ccc3C2)cc1	-4%[86.2 µM]

Some of the entries so far, with the structure last:
| KDM5B inhibitor | mol |
| --- | --- |
| 5% | Cc1cnc(C2CC2)n1CCNC(=O)CN1CCOCC1 |
| -4%[86.2 µM] | COc1ccc(NC(=O)N2CC[C@H]3COC(=O)N3c3cc(C)ccc3C2)cc1 |
| 10% | NC(=O)c1cc(C(=O)O)c[nH]1 |
| ? | COCCNc1ccc(-c2noc([C@@H]3CCCN3C3CCOCC3)n2)cn1 |

More entries
structure	KDM5B inhibitor
CCN(C)S(=O)(=O)c1cc2c(cc1Cl)Oc1cc(C)ccc1NC2=O	6%
CC(=O)NC1(C)CCN(Cc2ccc(-c3cccc(F)c3)cc2)C1 (stereo not drawn)	?
COC(=O)CC1Oc2ccccc2-n2cc(-c3ccc(F)cc3)nc21 (stereo not drawn)	-6%
CN1CCCCCC(O)c2cc(C(=O)NCCc3ccccn3)ccc21 (stereo not drawn)	?
O=C(c1ccccc1)c1ccc2c(c1)OCCCO2	17%
CC(=O)c1cccc(Nc2c3c(nc4ccccc24)CCC3)c1	-31%
COc1cc(C(=O)NC(=S)Nc2csc(-c3ccc(F)cc3)n2)cc(OC)c1OC	15%
CN(C)c1ccc2ncc(Nc3cc(F)cc(N4CCOCC4)c3)n2n1	?
O=C1CCC(C(=O)N2CCN(Cc3ccc(F)cc3)CC(O)C2)=NN1 (stereo not drawn)	-14%
COc1cccc(CN2CCCC3(CCN(C(=O)CNC(N)=O)C3)C2=O)c1OC (stereo not drawn)	56%[activator]
CN(Cc1cccnc1)c1nc2c(c(=O)[nH]1)CCN(Cc1ccccc1)CC2	5%
COc1ccccc1CNC[C@H]1Cn2cc(-c3ccc(C)cc3)nc2CO1	-11%[86.2 µM]
O=C(CSc1nc2ccccc2s1)c1cccc(C(F)(F)F)c1	10%
Cc1cccc(CN2C[C@@H](F)[C@@H](OCc3nc4ccccc4[nH]3)C2)n1	-7%[86.2 µM]
COC[C@@H]1CN(C(=O)c2cccc(C)n2)C[C@H]1c1nc(C2CC2)no1	-16%
CCOC(=O)c1cc(S(=O)(=O)N2CCN(c3ccccc3)CC2)[nH]n1	-48%
O=C(Nc1cccc(S(=O)(=O)N2CCCCC2)c1)C1CC(=O)N(C2CCCC2)C1 (stereo not drawn)	1%
Cc1cc(NC(=O)C2CC2)sc1C(=O)NC(C)c1ccccc1Br (stereo not drawn)	4%
CC(=O)NC1CC(C)(C)NC(C)(C)C1	-5%
Clc1ccc2nc(N3CCC(NC4CCSC4)CC3)sc2c1 (stereo not drawn)	-23%
Cc1cc(C)n(CC(=O)Nc2cc(F)ccc2F)c(=O)c1C#N	?
COc1cccc(CCC(=O)N2CCC(c3nc(C4CCOCC4)no3)C2)c1 (stereo not drawn)	?
O=C(NC1CC1)c1ccccc1OC1CN(Cc2ccc(F)cc2F)C1	13%
Cc1c(CN2CCC3(CC2)COC(=O)O3)c(=O)n(-c2ccccc2)n1C	29%
O=c1cccccc1NN=C1CCCCC1	-27%
Cc1cccc(NC(=O)c2ccc3c(c2)N(S(C)(=O)=O)CC3)c1C	-15%
O=C(CSc1nc2ccsc2c(=O)n1Cc1ccccc1F)NCc1ccccc1	-22%
Cc1cccc(C2N=C(N)Nc3nc4ccccc4n32)c1 (stereo not drawn)	-21%
Cc1ccc2nsnc2c1S(=O)(=O)O	?
CC1CCN(C(=O)c2c(NC(=O)c3ccccc3Cl)sc3c2CCC(C(C)(C)C)C3)CC1 (stereo not drawn)	4%
Fc1ccc(-c2nc(COc3ccc(Br)cc3)co2)cc1	1%
CCOC(=O)C1=NN(c2ccc(OC)cc2)C2C(=O)N(c3ccccc3OC)C(=O)C12 (stereo not drawn)	-4%
CC(C)Oc1ccc(/C=C(/NC(=O)c2ccccc2)C(=O)NC(Cc2ccccc2)C(=O)O)cc1 (stereo not drawn)	8%
O=C(Cn1ccn(-c2ccc(F)cc2)c(=O)c1=O)NCCc1ccccc1	18%&-12%
O=C(CSc1ncnc2nc[nH]c12)NCCc1c[nH]c2ccc(Cl)cc12	3%
O=C(c1ccccc1)N1CCN(c2cc(-c3ccccc3)[nH]n2)CC1	-5%
Cc1ccc(N2CC(C(=O)Nc3nc4ccc(S(C)(=O)=O)cc4s3)CC2=O)cc1C (stereo not drawn)	-10%
Cc1cn2nnc(C(=O)N3CCN(c4ccccc4)CC3)c2c(=O)[nH]1	3%
CCN(CC)CCNC(=O)c1ccc(Cn2c(=O)c3cccn3c3cccnc32)cc1	?
NCCCCN1CCC(C(N)=O)CC1	21%
Nc1ccc2oc(-c3cccc4ccccc34)nc2c1	0%
Cc1ccc(NC(=O)c2sc3nc[nH]c(=O)c3c2C)cc1Cl	?
O=C(Nc1ccc(F)cc1)N[C@H]1[C@H](O)[C@@H](N2CCN(c3ccccc3)CC2)[C@@H]2OC[C@H]1O2	-1%
O=C1CSC(c2cccc(Br)c2)N1c1cccc(C(F)(F)F)c1 (stereo not drawn)	9%
Cc1ccccc1NC(=O)/C(C#N)=C/c1ccc(OC(=O)c2ccccc2)cc1	?
COc1cccc(CNC(=O)N[C@@H]2CN(Cc3ccncc3)C[C@H]2CN(C)C)c1	?
O=C(CCS(=O)(=O)c1cccc2nsnc12)Nc1ccc(F)cc1	?
Fc1ccc(/C=N/Nc2ccc3ccccc3c2)c(F)c1	-8%
CCOc1ccc(C(=O)Nc2ccc(-n3nncc3-c3ccccc3)cc2)cc1OCC	-23%
Cc1nc(C)c(C(=O)N2CCN(C(=O)N(C)C)[C@@H]3CS(=O)(=O)C[C@@H]32)s1	8%
Cc1ccc(CC(=O)N2CCC(Cc3nc(-c4cnccn4)no3)CC2)cc1	9%
COC(=O)c1cccc(COC(=O)CCC(=O)c2ccc3c(c2)OCCO3)c1	-3%
Cc1cccc(N2CCN(C(=O)C3CCCN(S(=O)(=O)c4cccc5nsnc45)C3)CC2)c1C (stereo not drawn)	-23%
O=C(c1cccnc1)N1CCC(c2noc(-c3cnccn3)n2)C1 (stereo not drawn)	3%
COC(=O)C(C)Oc1ccc2c(=O)c(-c3ccccc3)coc2c1 (stereo not drawn)	10%
CCOc1cccc(CN(C)C2CCc3nn(CC4CC4)c(=O)n3CC2)c1 (stereo not drawn)	?
Cc1ccc(C)c2c(=O)cc(CN3CCN(CCn4cncn4)CC3)[nH]c12	25µM*
N#Cc1cccc(CN2CCC(c3ccnn3CCO)CC2)c1	-3%
COc1ccc(Cl)cc1N(C)C(=O)C(=O)Nc1ccc2nc3n(c(=O)c2c1)CCCCC3	-15%
COC(=O)c1ccc2c(=O)n(CCCCCC(=O)N3CCN(c4cc(C)ccc4C)CC3)c(=O)[nH]c2c1	?

(continued)
structure	KDM5B inhibitor
CO[C@H]1C(=O)N(C2CCN(S(=O)(=O)c3ccc(C#N)cc3)CC2)[C@H]1c1ccncc1	8%
CC(=O)Nc1ccc(NC(=O)CCc2nc3c(C)nn(-c4ccccc4)c3n(C)c2=O)cc1	6%
Cc1cccc(Cn2c(=O)c(-c3noc(C)n3)c3n(c2=O)CCCCC3)c1	-4%
COCC1CCN(C(=O)c2cc(COc3ccc(-n4cncn4)cc3)on2)CC1	-19%
COc1ccc(C(=O)Cn2c(=O)n3nc(CCn4nc(C)cc4C)nc3c3cc(OC)c(OC)cc32)cc1	-9%
CC1=NOC2(CCN(C(=O)c3ccccc3)CC2)C1	0%[86.2 µM]
COc1ccc(-c2nc(C3CN(C(=O)c4cc(F)cc(F)c4)C3)no2)cc1	-23%
Cc1cc(=O)n(CC(=O)Nc2ccc(C(C)C)cc2)c(N2CCN(c3ccccc3)CC2)n1	10%
CCOc1nccnc1NC1CCN(C(=O)c2ccnn2CC)CC1	28µM*
CNc1c(NC(=O)NCCc2ccccc2)c(=O)oc2ccccc12	?
O=C(Cc1ccc(N(Cc2cccc(F)c2)C(=O)c2ccco2)cc1)NCc1ccccc1	-32%
O=C(NCCc1nnc2ccc(N3CCCCCC3)nn12)c1ccccc1	26%
CCOc1ccccc1C(=O)N[C@@H]1CN(Cc2cccnc2)C[C@H]1CN(C)C	-29%
COc1cc(F)cc(-c2cnc3[nH]cc(CC(=O)N4CCOCC4)c3c2)c1	35µM*
O=C(NCC1(O)CCCNCC1)C1(c2ccc(Cl)cc2)CCC1 (stereo not drawn)	-21%
O=S(=O)(NCCO)c1ccc(I)cc1	25%
CCOC(=O)c1cccc(NC(=O)O[C@@H]2CO[C@H]3[C@@H]2OC[C@@H]3n2nnnc2SC2CCCC2)c1	11%
O=C(Nc1ccc(N2CCOCC2)cc1)c1cccc(Nc2ccnc(-c3cccc(F)c3)n2)c1	8%
CC1CCCN(c2csc3ccc(F)cc3c2=O)C1 (stereo not drawn)	?
COc1ccccc1NC(=O)c1c[nH]c2ccccc12	17%

Copied from the list:
For KDM5B inhibitor, Cc1cnc(C2CC2)n1CCNC(=O)CN1CCOCC1 is entered as 5%
For KDM5B inhibitor, Cc1ccc(N2CC(C(=O)Nc3nc4ccc(S(C)(=O)=O)cc4s3)CC2=O)cc1C (stereo not drawn) is entered as -10%

(continued)
structure	KDM5B inhibitor
COc1ccc(C)cc1CN(C)C(=O)CCn1ccc2ccccc21	-4%
Cn1c(=O)c(=O)n(C)c2cc(N3CCOCC3)c(NS(=O)(=O)c3ccc(Cl)cc3)cc21	?
COCCn1c(C)cnc1CC1CCN(C(=O)c2ccc(OC)nc2)CC1	-2%
N#Cc1c(N)n[nH]c1CCCNC(=O)c1cc(-c2ccncc2)nc2ccccc12	26%
O=C(NCc1ccc(F)cc1)c1n[nH]c2c1CCCC2	25%
Cc1cccc(N2CCN(C(=O)c3cccc(NC(=O)C4=CSCCO4)c3)CC2C)c1 (stereo not drawn)	-1%
C=C(C)COc1ccc2c(C)c(CCC(=O)NCc3ccc(S(N)(=O)=O)cc3)c(=O)oc2c1	?
Cc1ccc(CNC(=O)C(=O)NCC(c2cccnc2)N2CCN(c3ccccc3F)CC2)cc1 (stereo not drawn)	6%
COc1ccccc1N1CCN(C(=O)c2cnc(N3CCCCC3)c3ccccc23)CC1	?
O=C(c1ccc(OC2CCN(C(=O)c3ccc(F)cc3)CC2)nc1)N1CCOCC1	-4%
CCn1nccc1C(=O)N1CCCCCCNC(=O)[C@@H]2CCC[C@@H]21	18%
CN(Cc1csc(-c2ccccc2)n1)C(=O)CN1CCOC1=O	-12%
CN(C)S(=O)(=O)c1ccc(C(=O)NCc2nnc(SCC(=O)N3CCCCCC3)o2)cc1	29%
CC(=O)C1=C(Nc2ccccc2)CC(C)(O)C(C(C)=O)C1c1ccccc1 (stereo not drawn)	21%
Cc1oc2cc(OCC(=O)NC(C)c3cccs3)ccc2c(=O)c1Oc1ccccc1 (stereo not drawn)	?
CC(C)CCC(=O)NC1CCN(c2cnn(CC3CC3)c(=O)c2)CC1	-21%

A portion of the library. The share of hits here may be higher or lower than overall.
